Source: PubChem
ERp5 block: ERp5 (human) disulfide isomerase inhibition; Q15084; ERp5 insulin aggregation, absorbance 650 nm, 90 min; inhibition, % at 9.99 µM; 0.05% of 350,000 active; AID 651711;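 active = mean replicate inhibition above about 25%, with every replicate also reaching it, limit read from the data, passing the limit was not always enough; inconclusive = only one of those two criteria met; inactive = neither criterion met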
miR-122 sensor: miR-122 inhibition in Huh7 cells; Huh7 miR-122 Renilla luciferase sensor, 48 h; neutral wells = 0, positive control = 100; activation (reporter increase), % at 12.5 µM; 0.3% of 340,000 active;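 active = mean replicate activation score at least 90 and every replicate individually at or above 90; inconclusive = only one of the two criteria met; inactive = neither criterion met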;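 also: higher luciferase means less miR-122 activity so hits act as miR-122 inhibitors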
SIRT5 inh: inhibitors of human sirtuin-5 desuccinylase. AID 652115. Q9NXA8. Purified SirT5, succinyl-peptide AMC, trypsin-coupled fluorescence. inhibition, % at 15 µM. 1.1% of 330,000 active; in the data active = inhibition above about 15%; inconclusive = no clear call, values can overlap the other calls
Target sequence (Q9NXA8 whole entry, looked up): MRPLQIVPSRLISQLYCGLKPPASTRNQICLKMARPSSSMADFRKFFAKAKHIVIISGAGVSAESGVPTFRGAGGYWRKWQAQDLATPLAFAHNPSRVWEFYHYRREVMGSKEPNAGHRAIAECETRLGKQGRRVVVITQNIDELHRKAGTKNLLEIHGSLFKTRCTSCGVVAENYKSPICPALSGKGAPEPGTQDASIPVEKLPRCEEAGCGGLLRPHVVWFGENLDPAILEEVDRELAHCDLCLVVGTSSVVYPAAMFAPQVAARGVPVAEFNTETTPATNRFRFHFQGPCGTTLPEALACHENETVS
DENV2 CPE rescue: DENV2-induced cell death inhibition. DENV2-infected cells, cytopathic effect rescue, plate reader. CPE inhibition, % at 9.99 µM. 1.7% of 350,000 active. AID 651640; in the data active = CPE inhibition above about 20%, passing the limit was not always enough; inconclusive = no clear call, values can overlap the other calls; tested in BHK-21 cells;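 also: 0% = median of neutral control wells and 100% = median of positive control wells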
CASP6 VEID inh: caspase-6 (human) enzyme inhibition; P55212; purified caspase-6, Z-VEID-R110 cleavage fluorescence; inhibition, % at 12.5 µM; 0.53% of 350,000 active; AID 686996;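 active = mean inhibition across replicates at least about 35%, with every replicate also reaching that limit, limit read from the data; inconclusive = only one of the two criteria met; inactive = neither criterion met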;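 also: 0% = median of neutral control wells and 100% = no fluorescence left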
Target sequence (P55212 24-179 limits assumed): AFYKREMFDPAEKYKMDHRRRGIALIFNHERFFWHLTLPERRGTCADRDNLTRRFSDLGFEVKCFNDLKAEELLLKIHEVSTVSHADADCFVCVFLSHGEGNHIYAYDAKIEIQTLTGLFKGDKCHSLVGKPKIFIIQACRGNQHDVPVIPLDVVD
Target sequence (P55212 194-293 limits assumed): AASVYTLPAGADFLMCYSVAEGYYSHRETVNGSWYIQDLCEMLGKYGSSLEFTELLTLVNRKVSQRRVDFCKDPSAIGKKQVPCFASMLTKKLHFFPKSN
CFTR F508del cor: correctors of CFTR F508del function in bronchial epithelial cells; CFBE cells, YFP halide quenching; stimulated with forskolin plus potentiator P3; % fluorescence drop versus neutral controls; 0.36% of 350,000 active; activity (quench increase), % at 7.58 µM; AID 720511;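 active = mean added fluorescence quench of at least 8% versus neutral control, with both replicates also reaching 8%; inconclusive = only one of the mean or replicate conditions met; inactive = mean below 8% and not both replicates reaching 8%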;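 also: cells transiently co-express mutant CFTR-F508del with the halide-sensitive YFP; corrector assay measuring rescue of mutant channel to the surface after 24 h compound exposure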
ERAP1 HTS inh: inhibitors of human ERAP1 aminopeptidase; Q9NZ08; recombinant ERAP1, Leu-AMC fluorescence, 60 min; inhibition, % at 10.7 µM; 0.15% of 340,000 active; AID 652197;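 active = mean replicate inhibition of at least 30%, or all replicates individually reaching that 30% level; inactive = mean below 30% and not every replicate reaching it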;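 also: 0% = neutral control wells and 100% = L-leucinethiol positive control wells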
Numbers without * were called inactive; ? = inconclusive; / = no result given; [ ] = dose if it differs, or a comment.

SMILES	ERp5 block	miR-122 sensor	SIRT5 inh	DENV2 CPE rescue	CASP6 VEID inh	CFTR F508del cor	ERAP1 HTS inh
N#CC1=C(N)Oc2n[nH]c(-c3cccnc3)c2C1c1ccc([N+](=O)[O-])o1 (configuration not stated)	-6	/	1	6	13	-0.2	3
O=C(O)C1=NN(c2ccccc2)C(=O)CC1	-1	-2	-1	?	-1	0.6	2
CCOC(=O)c1ccc(Nc2ncnc3c2cnn3C)cc1	2	/	0	/	-3	/	1
CCN(CC)CCCNC(=O)CSc1nc(C)cc(C)n1	-5	/	-3	6	7	0.5	-7
C=CCNC(=O)COc1ccccc1C#N	-2	/	-2	2	52*	-1.8	-1
CC(C)(C)NC(=O)CN(C(=O)C1CSC(=O)C1)c1ccccc1F (configuration not stated)	-6	/	-2	13	-1	1.4	2
O=C(CN(C(=O)CNC(=O)c1cccs1)c1ccccc1F)NC1CCCCC1	-1	10	-4	-2	5	-1.3	-4
CC1(C)OC(=O)C2=C(C[C@@H](CCc3ccccc3)O[C@@H]2c2ccc(F)cc2)O1	2	/	7	10	0	2.1	-8
CCOC(=O)C[C@H]1c2ccc(C(F)(F)F)cc2S(=O)(=O)N1Cc1ccccc1	0	36	-2	10	0	1.0	-1
CC(C)c1cn(CC[C@H]2CC[C@@H](NC(=O)C3CCCCC3)[C@H](CO)O2)nn1	-3	/	0	-3	2	0.8	-1
O=C(NCC1CCCO1)C(c1ccc(F)cc1)N(CCCN1CCOCC1)C(=O)c1ccc(-c2ccccc2)[nH]1 (configuration not stated)	2	/	1	4	/	1.2	-2
CCc1ccccc1Oc1nc(NC(C)C)nc2ccsc12	9	4	0	-9	-1	2.0	10
C[C@H]1CN([C@@H](C)CO)C(=O)c2cccc(NC(=O)Nc3ccccc3)c2O[C@H]1CN(C)C(=O)Nc1ccc(F)cc1	-3	-5[16.7 µM]	4	19	2	-0.7	-3
COc1ccc(NC(=O)Nc2ccc3c(c2)C(=O)N([C@H](C)CO)C[C@H](C)[C@H](CN(C)S(=O)(=O)c2ccc(C)cc2)O3)cc1	13	-20[16.7 µM]	11	17	3	1.1	-2
CCCC1NC(=O)c2cccnc2-n2c1nc1cc(F)c(F)cc1c2=O (configuration not stated)	4	-7	0	0	0	3.8	0
Cc1cc(C)c(NS(=O)(=O)c2cccc3cccnc23)c(C)c1	-3	5	-1	9	0	/	1
Cc1ccc(S(=O)(=O)Nc2ccccc2C(=O)N2CCCCC2)cc1	1	/	-2	-4	0	-1.8	-1
CC=Cc1ccc2n(c1=O)C[C@@H]1[C@@H](CO)[C@H](C(=O)NCCc3ccncc3)N(CCC(F)(F)F)[C@H]21 (mixture of isomers)	0	-2[16.7 µM]	-5	9	0	-4.7	6
O=C(CCS(=O)(=O)c1ccc(Br)cc1)N1CCN(c2ccc(F)cc2)CC1	7	2	-2	?	/	-4.1	-2
CCOC(=O)c1c(C)[nH]c(C(=O)N(C)CC(=O)Nc2ccc(OC)cc2)c1C	-2	/	4	6	0	1.8	0

Limited to ERp5 block and DENV2 CPE rescue (3 entries from above):
| mol | ERp5 block | DENV2 CPE rescue |
| --- | --- | --- |
| Cc1cc(C)c(NS(=O)(=O)c2cccc3cccnc23)c(C)c1 | -3 | 9 |
| Cc1ccc(S(=O)(=O)Nc2ccccc2C(=O)N2CCCCC2)cc1 | 1 | -4 |
| CC=Cc1ccc2n(c1=O)C[C@@H]1[C@@H](CO)[C@H](C(=O)NCCc3ccncc3)N(CCC(F)(F)F)[C@H]21 (mixture of isomers) | 0 | 9 |

More structures.
SMILES	ERp5 block	miR-122 sensor	SIRT5 inh	DENV2 CPE rescue	CASP6 VEID inh	CFTR F508del cor	ERAP1 HTS inh
O=C(Nc1ccccc1C(=O)N1CCCC1)c1ccc(Cl)cc1Cl	4	4	-1	0	-5	-3.2	-4
Fc1ccccc1N=C1NN=C(c2ccccc2)CS1	-6	-11	-4	2	3	2.1	-5
C[C@H](CO)N1C[C@H](C)[C@H](CN(C)C(=O)c2ccc3c(c2)OCO3)Oc2ncc(C3=CCCC3)cc2C1=O	0	12[16.7 µM]	-4	6	0	-0.9	0
O=C(NCc1ccc(F)cc1)C1CCCN1S(=O)(=O)c1cccc2nsnc12 (configuration not stated)	-3	/	2	5	3	-1.0	2
CC(=O)N/N=C(\C)CC(=O)Nc1cccc(C(F)(F)F)c1	-1	/	-4	16	-1	0.1	4
Cc1ccc(S(=O)(=O)N/N=C/c2ccc(O)cc2O)cc1[N+](=O)[O-]	-1	6	0	1	3	-3.2	/
N/C(=N\c1nc(CSc2ccc(Cl)cc2)cc(=O)[nH]1)Nc1cccc2ccccc12	5	-5	0	-1	1	5.8	8
Cc1[nH]c2ccccc2c1N=Nc1ccccc1C(=O)O	5	-10	/	-15	11	3.2	-5
Cc1cc2oc(=O)cc(CN3CCCC3)c2cc1Cl	2	-3	0	1	1	-1.7	-1
CN(CC1CCCN(CCc2ccccc2F)C1)C(=O)c1ccoc1 (configuration not stated)	8	5	-1	-3	0	-1.6	-4
CCCNC(=O)C1(C)CCCN(CC(=O)c2ccc3c(c2)OCCO3)C1 (configuration not stated)	-10	0	/	-14	-1	1.0	1
COCCN(C(=O)c1cc(-c2ccccc2Cl)nc2ccccc12)c1c(N)n(CC(C)C)c(=O)[nH]c1=O	4	-6	-3	3	0	3.2	2
Cc1ccc(S(=O)(=O)Nc2ccc3c(c2)CC(=O)N([C@H](C)CO)C[C@H](C)[C@@H](CN(C)S(=O)(=O)c2ccc(F)cc2)O3)cc1	/	-7[16.7 µM]	/	0	/	2.4	/
CCCn1c(SCC(=O)NC2CCCC2)nnc1-c1cccnc1	1	-2	0	0	-1	-1.0	-2
C[C@H]1CN([C@@H](C)CO)C(=O)Cc2cc(NC(=O)Nc3ccc(C(F)(F)F)cc3)ccc2O[C@@H]1CN(C)S(=O)(=O)c1ccc(Cl)cc1	0	2[16.7 µM]	3	8	-1	0.7	-2
Cc1cc(C(=O)N/N=C/c2cccnc2)n[nH]1	2	8	-1	1	1	0.2	2
Cc1nnc(SCC(=O)N(C2CCCCC2)C2CCS(=O)(=O)C2)n1N (configuration not stated)	-1	5	-3	35*	7	-0.5	0
CN(C(=O)CSc1nnc(-c2ccco2)n1C)C1CCCCC1	-1	-12	-2	4	2	1.6	-1
COc1ccc(N2CCN(C(=O)CCc3nnc4ccc(N5CCC(C)CC5)nn34)CC2)cc1	-2	-10	0	-4	-1	0.7	-4
Cc1ccsc1C(=O)N1CCCC(CO)(Cc2ccccc2)C1 (configuration not stated)	-12	5	0	7	0	-0.7	-5
COc1ccc(CNc2ncnc3c2[nH]c2cc(OC)c(OC)cc23)cc1	-2	2	/	6	0	-0.4	/
N#C/C(=C/c1ccncc1)c1nc2ccccc2s1	3	14	-5	-13	-2	/	3
CC(Oc1ccc(F)cc1Br)c1nc2ccccc2c(=O)[nH]1 (configuration not stated)	0	/	1	2	2	-1.4	-3
C[C@@H]1CCCCO[C@@H](CN(C)C(=O)NC2CCCCC2)[C@@H](C)CN([C@H](C)CO)C(=O)c2cc(NC(=O)Cc3ccccc3)ccc2O1	-5	6[16.7 µM]	4	1	1	-0.7	3
CC(C)NC(=O)N(C)C[C@@H]1OCCCC[C@@H](C)Oc2ccc(NC(=O)CCCN(C)C)cc2C(=O)N([C@H](C)CO)C[C@H]1C	6	-1[16.7 µM]	-1	3	8	-0.3	-2
COc1ccc(-n2c(=O)c3ccccc3n(CC(=O)c3ccccc3)c2=O)cc1OC	0	-4	-3	0	0	-0.9	/
COc1ccc(CCNc2cn[nH]c(=O)c2Cl)cc1OC	5	0	-1	10	0	-1.3	10
COc1ccc(NC(=O)c2ccsc2NC(C)=O)cc1	0	/	0	-5	12	-0.8	-1
COc1ccc(S(=O)(=O)Nc2ccc3c(c2)C(=O)N([C@@H](C)CO)C[C@H](C)[C@H](CN(C)C)O3)cc1	-2	1[16.7 µM]	2	-5	0	-2.8	-1
COC(=O)C[C@H]1CC[C@H]2[C@@H](COC[C@H](O)CN2CCC(F)(F)F)O1	1	-3[16.7 µM]	4	0	2	1.4	-1
COc1ccccc1N(CCC#N)C(=O)CSc1ccc2c(c1)OCCO2	-18	5	1	/	2	/	5
CC(=O)NC12CC3CC(C1)CC(C(=O)Nc1ccc(C)c(S(=O)(=O)N4CCCCCC4)c1)(C3)C2	-1	/	-1	-4	0	-1.9	-9
Cc1ccc(S(=O)(=O)N2[C@H](CC(=O)c3cccs3)OC[C@@H]2C)cc1	-3	/	-2	-7	2	-4.4	-4
O=C(NC(c1ccc(-c2ccccc2)cc1)c1cnccn1)C1CCN(Cc2ccc3c(c2)OCO3)CC1 (configuration not stated)	-2	-1	/	2	-3	-1.6	0
COCC#Cc1ccc2c(c1)O[C@@H](CN(C)Cc1ccc(F)cc1)[C@H](C)CN([C@H](C)CO)S2(=O)=O	0	3[16.7 µM]	14	15	1	-1.1	0
Cc1ccc(S(=O)(=O)N(C)C[C@H]2Oc3ncc(C#CCC(C)C)cc3C(=O)N([C@@H](C)CO)C[C@@H]2C)cc1	5	34[16.7 µM]	3	5	0	2.6	-1
CCCc1cn(CC[C@@H]2CC[C@@H](NC(=O)Nc3ccc4c(c3)OCO4)[C@H](CO)O2)nn1	6	/	1	-3	-1	-1.1	1
Oc1nc(Nc2ccc(Cl)cc2Cl)sc1/C=C1\C=Nc2ccccc21	15	/	0	1	0	/	-6
CNC(=S)N/N=C(\C)c1ccc(Cl)c(Cl)c1	2	/	-3	2	8	-0.3	3

Looked up above.
In ERp5 block, COCC#Cc1ccc2c(c1)O[C@@H](CN(C)Cc1ccc(F)cc1)[C@H](C)CN([C@H](C)CO)S2(=O)=O reads 0
In miR-122 sensor, O=C(NC(c1ccc(-c2ccccc2)cc1)c1cnccn1)C1CCN(Cc2ccc3c(c2)OCO3)CC1 (configuration not stated) reads -1
In SIRT5 inh, CNC(=S)N/N=C(\C)c1ccc(Cl)c(Cl)c1 reads -3
In CASP6 VEID inh, CC(C)NC(=O)N(C)C[C@@H]1OCCCC[C@@H](C)Oc2ccc(NC(=O)CCCN(C)C)cc2C(=O)N([C@H](C)CO)C[C@H]1C reads 8
In ERp5 block, CC(=O)NC12CC3CC(C1)CC(C(=O)Nc1ccc(C)c(S(=O)(=O)N4CCCCCC4)c1)(C3)C2 reads -1
In CASP6 VEID inh, N#C/C(=C/c1ccncc1)c1nc2ccccc2s1 reads -2
In miR-122 sensor, Cc1ccc(S(=O)(=O)N(C)C[C@H]2Oc3ncc(C#CCC(C)C)cc3C(=O)N([C@@H](C)CO)C[C@@H]2C)cc1 reads 34[16.7 µM]

This is a random part of the collection, and some 4% of all compounds hit somewhere here.
